Dicer processing = blocks human Dicer maturation of pre-miR-21; Q9UPY3; cat-ELCCA pre-miR-21 Dicer processing, chemiluminescence; stronger effect = higher value; z-score at 25 µM; 47,000 tested, 6% active; AID 1347074; in the data active means z-score above about 3, passing the limit was not always enough;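 further: plate controls were vehicle for no effect and no enzyme for full effect; higher signal means more uncleaved substrate so more Dicer inhibition; strong numbers were not always called active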
Target sequence (Q9UPY3 whole entry, looked up): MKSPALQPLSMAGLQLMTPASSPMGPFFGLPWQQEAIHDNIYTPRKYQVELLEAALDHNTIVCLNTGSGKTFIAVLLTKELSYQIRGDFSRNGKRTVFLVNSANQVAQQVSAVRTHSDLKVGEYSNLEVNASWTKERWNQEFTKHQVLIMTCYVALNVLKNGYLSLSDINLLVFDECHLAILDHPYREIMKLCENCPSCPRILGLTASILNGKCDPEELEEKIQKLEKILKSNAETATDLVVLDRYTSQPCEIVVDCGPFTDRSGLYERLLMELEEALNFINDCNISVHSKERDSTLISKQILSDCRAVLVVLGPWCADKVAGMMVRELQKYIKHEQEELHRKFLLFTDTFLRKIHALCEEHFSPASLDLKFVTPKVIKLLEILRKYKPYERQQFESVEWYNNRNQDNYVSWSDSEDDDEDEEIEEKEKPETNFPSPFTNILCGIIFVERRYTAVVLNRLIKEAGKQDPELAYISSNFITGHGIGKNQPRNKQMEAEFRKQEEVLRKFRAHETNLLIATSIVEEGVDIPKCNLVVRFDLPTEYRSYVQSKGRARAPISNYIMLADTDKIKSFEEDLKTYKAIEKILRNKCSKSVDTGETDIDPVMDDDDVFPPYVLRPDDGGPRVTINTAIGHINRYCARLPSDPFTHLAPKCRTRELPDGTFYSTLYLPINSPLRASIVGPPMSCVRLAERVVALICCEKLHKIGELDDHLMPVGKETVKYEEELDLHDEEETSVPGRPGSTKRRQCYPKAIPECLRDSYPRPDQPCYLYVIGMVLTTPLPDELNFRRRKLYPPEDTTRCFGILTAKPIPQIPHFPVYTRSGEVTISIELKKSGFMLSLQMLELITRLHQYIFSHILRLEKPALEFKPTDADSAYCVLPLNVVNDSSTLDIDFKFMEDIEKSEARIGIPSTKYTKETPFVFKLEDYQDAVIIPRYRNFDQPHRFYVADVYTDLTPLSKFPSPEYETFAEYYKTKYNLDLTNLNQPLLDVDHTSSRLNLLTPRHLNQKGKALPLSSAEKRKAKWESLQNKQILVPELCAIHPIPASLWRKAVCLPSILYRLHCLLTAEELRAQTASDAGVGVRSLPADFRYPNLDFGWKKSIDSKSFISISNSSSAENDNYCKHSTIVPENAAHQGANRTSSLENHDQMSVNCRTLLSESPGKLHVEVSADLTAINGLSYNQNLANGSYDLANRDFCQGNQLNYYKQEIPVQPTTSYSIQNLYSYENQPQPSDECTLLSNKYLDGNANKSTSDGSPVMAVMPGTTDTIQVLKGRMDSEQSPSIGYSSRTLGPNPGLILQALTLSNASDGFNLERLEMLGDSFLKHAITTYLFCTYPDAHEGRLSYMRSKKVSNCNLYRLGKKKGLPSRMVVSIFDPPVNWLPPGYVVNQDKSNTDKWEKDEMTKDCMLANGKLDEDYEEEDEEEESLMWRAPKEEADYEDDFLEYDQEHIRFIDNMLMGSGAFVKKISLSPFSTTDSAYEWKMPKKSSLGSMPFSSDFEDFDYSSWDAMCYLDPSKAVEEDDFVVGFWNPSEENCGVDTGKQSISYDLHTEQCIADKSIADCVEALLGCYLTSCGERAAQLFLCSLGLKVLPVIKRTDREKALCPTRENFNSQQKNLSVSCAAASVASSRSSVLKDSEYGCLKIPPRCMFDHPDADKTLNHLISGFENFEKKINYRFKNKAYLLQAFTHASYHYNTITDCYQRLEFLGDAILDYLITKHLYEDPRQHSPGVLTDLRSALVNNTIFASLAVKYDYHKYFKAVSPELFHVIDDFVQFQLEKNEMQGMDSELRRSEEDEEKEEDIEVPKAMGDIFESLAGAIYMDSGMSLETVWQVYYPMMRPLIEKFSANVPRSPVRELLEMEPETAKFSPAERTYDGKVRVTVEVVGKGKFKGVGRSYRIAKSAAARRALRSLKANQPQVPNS
Starred values were filed as active, the others as inactive; & = joins results of further samples; ! = not confirmed by another sample. Some of the compounds tested; rates above refer to the full screens.

Sample of the layout (two entries):
SMILES | Dicer processing
NC(CP(=O)(O)O)C(=O)O (configuration not stated) | 0.09
CC1=C(C(=O)Nc2ccccc2)SCCO1 | 2.7

This part in full, from the first entry:
SMILES | Dicer processing
NC(CP(=O)(O)O)C(=O)O (configuration not stated) | 0.09
CC1=C(C(=O)Nc2ccccc2)SCCO1 | 2.7
C[N+]1(C)C2CCC1CC(OC(=O)c1c[nH]c3ccccc13)C2 (configuration not stated) | -0.48
COc1cccc(CNC2CN3CCC2CC3)c1OC (configuration not stated) | -1.2
CC12CC[C@@H](O)CC1=CC[C@@H]1C2CCC2(C)C(=O)CC[C@@H]12 (some centres not stated) | 2.4
Cc1ccc(NC2=NCCS2)cc1C | 2.2
CN(C)C(=O)Oc1cc(=O)oc2ccccc12 | 1.1
O=C(c1ccco1)c1cn(Cc2ccc(Br)cc2)c2ccccc12 | -0.67
Cc1nn(-c2ccccc2)c2c1C(c1ccc3c(c1)OCO3)SCC(=O)N2 (configuration not stated) | 1.1
Cc1ccc(-n2c(C)nc3cc(Cl)ccc3c2=O)cc1Cl | -1
O=C1N(c2ccccc2)C(c2cccnc2)N2CCCN12 (configuration not stated) | -0.33
NC(N)=NC(N)=Nc1ccc(Cl)cc1 | 1.1
O=[N+]([O-])/C=C/c1cc2c(cc1[N+](=O)[O-])OCO2 | 1.3
COC(=O)[C@@H](N)CCCN=C(N)N[N+](=O)[O-] | -0.13
CC1(C)CN=C(Nc2ccccc2F)S1 | -0.51
CN1C2CCC1CC(N=Cc1c(F)cccc1Cl)C2 (configuration not stated) | 0.39
CCOC(=O)c1c(C)n(C2CC2)c2ccc(O)cc12 | 3.3*
O=C(CN1CCOCC1)Nc1ccc(Cl)cc1C(=O)c1ccccc1Cl | -0.96
OC1CCCCC1N1CCC(c2ccccc2)CC1 (configuration not stated) | 2.1
C/C=C(/C)C(=O)O[C@H]1C(C)=C2[C@H]([C@@H]1OC(=O)CCCCCCC)[C@@](C)(OC(C)=O)C[C@H](OC(=O)CCC)[C@@]1(O)[C@H]2OC(=O)[C@@]1(C)O | -0.82

Taken from above:
Dicer processing with Cc1nn(-c2ccccc2)c2c1C(c1ccc3c(c1)OCO3)SCC(=O)N2 (configuration not stated) → 1.1
Dicer processing with OC1CCCCC1N1CCC(c2ccccc2)CC1 (configuration not stated) → 2.1
Dicer processing with O=C(CN1CCOCC1)Nc1ccc(Cl)cc1C(=O)c1ccccc1Cl → -0.96

Further structures
SMILES | Dicer processing
CN1C(=O)CC(c2ccccc2)Nc2ccccc21 (configuration not stated) | 0.34
C[N+]1(C)C2CC(OC(=O)[C@H](CO)c3ccccc3)CC1C1OC12 (some centres not stated) | -0.05&-2.7
CN1C2CCC1CC(=NOC(=O)c1ccc(Cl)cc1)C2 | -1.4
Cc1nccc2c1[nH]c1ccccc12 | 0.25
NC(=O)CN1CCCC1=O | -0.24
O=C(O)CC[N+](=O)[O-] | -0.75
Fc1ccc(CNCCc2c[nH]c3ccccc23)cc1F | 1.3
Cc1nc2ccccc2c(=O)n1-c1ccccc1 | -1.2
NC(=NCCCC(NC(=O)OCc1ccccc1)C(=O)O)N[N+](=O)[O-] (configuration not stated) | -0.26
O=c1c2ccccc2nc(/C=C/c2ccc([N+](=O)[O-])o2)n1-c1ccc(Br)cc1 | 2.3
COCc1cc(OC(=O)N(C)C)nc(SC)n1 | 17
COc1ccccc1OCCCn1cc(C(=O)c2ccco2)c2ccccc21 | -0.78
Cc1ccc2c(c1)Sc1ccc(C)cc1S2 | 1.5
CC12CCC3C(CC[C@H]4C[C@H](O)CCC34C)C1CCC2=O (some centres not stated) | -1.4
CC(C)(N)Cc1ccccc1 | -0.46
CNC(=O)O/N=C(\C)Cc1nnn(-c2cc(C)on2)n1 | 0.44
CCCCCC[C@H]1C(=O)O[C@H](C)C(NC(=O)c2cccc(NC=O)c2O)C(=O)O[C@@H](C)[C@@H]1OC(=O)CC(C)C (some centres not stated) | 1.9
Clc1ccc(N2CC3CCC(C2)N3)nn1 | -0.63
O=C1NC(=S)NC(=O)C1=Cc1ccc([N+](=O)[O-])s1 | 2.3
CN1CCN(C(=O)COc2cc(-c3ccccc3)nc3ccccc23)CC1 | -0.2
Fc1ccccc1CN1CCN(Cc2ccc3c(c2)OCO3)CC1 | -0.5
COc1ccc2[nH]cc(CCN)c2c1 | 0.15&-0.21
Cc1ccc(-n2c(SCC(C)C)nc3cccc(F)c3c2=O)cc1C | -0.21
Cc1ccc(NC(=O)c2cc(-c3ccccc3)n(CCCN3CCOCC3)c2C)cc1 | 0.97
CC1(C)CC(n2[nH]c(=O)c3c2NC(=O)CSC3c2ccccc2)CCO1 (configuration not stated) | -0.3
Cc1ccc(Cn2nc(C(=O)Nc3ccc(Br)cc3)cc2C)cc1 | -0.58
Cc1ccc(CN(C)C)c(OC(=O)N(C)C)c1 | 6.5
CC(C)[N+](C)(CCC(C(N)=O)(c1ccccc1)c1ccccc1)C(C)C | -0.71
CCOc1cc(CNCCc2c[nH]c3ccccc23)cc(Cl)c1OCC | -1.1
c1ccc(CC(NCc2ccco2)c2ccccc2)cc1 (configuration not stated) | -0.05
NC(N)=Nc1ccc2[nH]c3c(c2c1)C[C@@]1(O)[C@H]2Cc4ccc(O)c5c4[C@@]1(CCN2CC1CC1)[C@H]3O5 | -0.74
Cc1c(CCN)c2cccc3c2n1CCC3 | 3.5*
CSc1ncccc1C1=N/C(=C\c2ccc(Cl)cc2)C(=O)O1 | -0.36
Cc1nc2ccccc2c(=O)n1-c1ccc(F)cc1F | -0.67
C(#CCN1CCCC1)CN1CCCC1 | 5.2
Cc1nc2c(Br)cc(Br)cc2c(=O)n1-c1ccc(F)cc1 | 0.45
C=C(C)Cc1c(COC)nc(-c2ccc(C)c(Cl)c2)nc1OC(=O)N(C)C | 6.5
Fc1ccccc1CCNCc1ccco1 | 3
CCc1ccc(CNCCc2c[nH]c3ccccc23)cc1 | -0.52
O=C1C2CCN(CC2)C1CSc1ccc(Cl)cc1 (configuration not stated) | -0.31
COc1ccc(CCNCc2cccnc2)cc1 | 2.1
CC(C)=CCOc1c2occc2cc2ccc(=O)oc12 | 1.6
COC(=O)C1=CO[C@@H](C)[C@@H]2CN3CCc4c([nH]c5cc(OC)ccc45)[C@@H]3C[C@H]12 | -1
O=C1C(=Cc2ccco2)C(=O)N(c2ccccc2)C(=S)N1c1ccccc1 | 3.3*
CN1C(=O)C(Cc2cccc3ccccc23)C(=O)N(C)C1=O | -2.8
Clc1cccc(Cl)c1NC1=NCCS1 | 2.3
CC(C)OC(=O)C1C2c3ccccc3C(c3ccccc32)C1C(=O)OC(C)C (configuration not stated) | 2
C[N+]1(C)C2CC[C@H]1CC(OC(=O)C(CO)c1ccccc1)C2 (some centres not stated) | 1.9
NN=C(N)N | 2&1.7
NC(=O)c1cc(N2CC2)c([N+](=O)[O-])cc1[N+](=O)[O-] | -3.5
O=C(N[C@H]1CN2CCC1CC2)c1ccc(Cl)cc1 | -1.8
Nc1ccc(Br)cc1C(=O)c1ccccc1Cl | -5.3
Fc1ccc(CCNCc2ccc3c(c2)OCO3)cc1 | -0.85
CC1(C)CC(CCNCc2ccccc2F)(c2ccccc2)CCO1 (configuration not stated) | 2
CSc1nc2ccccc2c(=O)n1-c1cccnc1 | -1.1
CCC1(C)CC(CCNCc2ccccc2O)(c2ccc(F)cc2)CCO1 (configuration not stated) | 0.58
c1ccc(C2CC2)c(OCC2=NCCN2)c1 | -0.18
O=C(C(Cl)Cl)N1CCSCC1 | 0.17
CCc1nc2ccccc2c(=O)n1-c1ccc2ccccc2c1 | 2.9
CCC1c2c(nc(C)[nH]c2=O)Oc2c1c(=O)oc1ccccc21 (configuration not stated) | -2.7

A draw from above in order of number of heavy atoms, descending:
SMILES | Dicer processing
CCC1(C)CC(CCNCc2ccccc2O)(c2ccc(F)cc2)CCO1 (configuration not stated) | 0.58
CN1C2CCC1CC(=NOC(=O)c1ccc(Cl)cc1)C2 | -1.4
CSc1nc2ccccc2c(=O)n1-c1cccnc1 | -1.1
O=C1C2CCN(CC2)C1CSc1ccc(Cl)cc1 (configuration not stated) | -0.31
CC1(C)CN=C(Nc2ccccc2F)S1 | -0.51
Clc1cccc(Cl)c1NC1=NCCS1 | 2.3

Remaining list, next part.
SMILES | Dicer processing
O=C(NC1CC1)C(Cl)(Cl)Cl | 0.39
CC(=O)OC1CCC2C3CC[C@H]4C[C@@H]5C[C@@H]5[C@H](O)C4(C)C3CCC12C (some centres not stated) | -1.4
O=C1/C(=C/c2ccccc2Cl)N2CCC1CC2 | 0.22
CSc1ccc(CN2CCN(Cc3ccc(F)cc3)CC2)cc1 | 2.4
NC(CCP(=O)(O)O)C(=O)O (configuration not stated) | 0.7
C/C(=N\O)C(C)(C)NCCc1c[nH]c2ccccc12 | -0.77
Cc1ccc2[nH]c(=S)n(-c3ccccc3F)c(=O)c2c1 | 5.3*
CCOc1ccc(/C=C(\C)[N+](=O)[O-])cc1OC | -0.39
O=[N+]([O-])/C=C/c1ccc(Cl)c(Cl)c1 | 0.83
N#CC(C#N)=Cc1ccc(O)c(O)c1 | -0.3
CCCN(CCC)C1CCc2ccc(O)cc2C1 (configuration not stated) | -0.05
O=C1CN=C(c2ccccc2)c2ccccc2N1 | -0.41
CCCC(C)C1(CC)C(=O)NC(=O)NC1=O (configuration not stated) | 3.7*
CC[C@@H](CO)NC(=O)[C@@H]1C=C2c3cccc4c3c(cn4C)C[C@H]2N(C)C1 | 0.31
C[C@]12CC[C@@H](O)C[C@@H]1CC[C@@H]1[C@@H]2CC[C@]2(C)C(=O)CC[C@@H]12 | 2
CCOC(=O)C(O)(c1ccc(N)c(OC)c1)C(F)(F)F (configuration not stated) | 0.51
CC(=O)N1N=C2C3CCN(CC3)C2C1c1ccc(C)cc1 (configuration not stated) | 0
CC1(C)CN=C(NCc2ccccn2)S1 | 4*
CS/C(=N\C(N)=N/[N+](=O)[O-])Nc1ccc(C)c(C)c1 | 1.7
C[C@]12C[C@H]3S[C@H]3C[C@@H]1CC[C@@H]1[C@@H]2CC[C@]2(C)[C@@H](O)CC[C@@H]12 | 0.26
CCCC[N+]1(C)[C@@H]2CC(OC(=O)[C@H](CO)c3ccccc3)C[C@H]1[C@@H]1O[C@@H]12 (some centres not stated) | 2.5
O=c1[nH]ncc(N2CCOCC2)c1Cl | -0.37
NC(=O)c1cn(C2CCCCC2)c2ccccc2c1=O | -1.1
O=C1C2CCN(CC2)C12CC2c1ccc(C(F)(F)F)cc1 (configuration not stated) | -0.67
CC[C@@]1(O)C(=O)OCc2c1cc1n(c2=O)Cc2cc3ccccc3nc2-1 | -0.56
COc1cc2c3c(c1O)-c1c(cccc1OC)CC3N(C)CC2 (configuration not stated) | -2.4
O=C1/C(=C/c2ccc(-c3ccccc3)cc2)N2CCC1CC2 | -1.1
C[C@]12CC[C@H](O)C[C@@H]1CC[C@@H]1[C@@H]2CC[C@]2(C)C(=O)CC[C@@H]12 | -0.47
Cc1c(C(=O)Nc2cccc(C(F)(F)F)c2)cc(-c2ccccc2)n1CCCN1CCOCC1 | -0.07
c1ccc(CNCCc2c[nH]c3ccccc23)cc1 | 3.2*
O=S1(=O)N(CCN2CC=C(c3c[nH]c4cc(F)ccc34)CC2)c2cccc3c2N1CCC3 | -0.37
COc1cc(-n2c(SC)nc3ccccc3c2=O)c(OC)cc1Cl | 0.26
CC(N)Cc1c[nH]c2ccc(O)cc12 (configuration not stated) | -0.51
CCC(=O)O[C@H]1CC[C@H]2[C@@H]3CCC4=CC(=O)CC[C@]4(C)[C@H]3CC[C@]12C | 0.83
O=C1NC(=O)C(Cc2ccccc2)(Cc2ccccc2)C(=O)N1 | -1.1
CCOC(=O)C1(O)c2ccccc2-c2ccccc21 | -0.77
O=P1(NCCCl)OCCCN1CCCl (configuration not stated) | 0.56
Cc1[nH]nc2c1C1(CCN(C)CC1)C(C#N)=C(N)O2 | -8.2
c1ccc2c(N3CCNCC3)cccc2c1 | -0.02
CCC(=O)OC1CCC2C3CCC4=CC(=O)CCC4(C)C3CCC12C (configuration not stated) | -1.9

Reformatted with tabs: two of the compounds above
smiles	Dicer processing
c1ccc2c(N3CCNCC3)cccc2c1	-0.02
CCC(=O)OC1CCC2C3CCC4=CC(=O)CCC4(C)C3CCC12C (configuration not stated)	-1.9

The list continues:
SMILES | Dicer processing
CN1CCc2nc(SCc3cccnc3)c(C#N)cc2C1 | -2.3
CN1C2CCC1CC(=NOC(=O)c1ccco1)C2 | -0.45
O=c1[nH]c2ccccc2n1C1CCN(CCCC(c2ccc(F)cc2)c2ccc(F)cc2)CC1 | -0.23
O=[N+]([O-])c1ccc(NC23CC4CC(CC(C4)C2)C3)c2ncccc12 | -0.04
COc1cc2c(cc1OC)C13CCN4C(=O)C(=O)C(CC41)C1C(OCC(=O)O)CC(=O)N2C13 (configuration not stated) | -0.26
CCCN(CCC)CCc1ccc(O)c(O)c1 | -1.2
CSc1ccc(CNC2CN3CCC2CC3)cc1 (configuration not stated) | -0.13
Clc1ccc(NC2=NCCS2)c(Cl)c1 | -0.24
Cc1nc2ccccc2c(=O)n1-c1ccc(Br)cc1 | -0.44
O=C1CC(=O)N(Cc2ccccc2)C(=O)N1 | -5.5
CNc1ccc(Br)cc1C(=O)c1ccc(Cl)cc1 | -2.1
COc1ccc2c(c1OC)C(=O)O[C@H]2[C@@H]1c2cc3c(cc2CCN1C)OCO3 | -0.78
C=CCN1CC[C@]23CCCCC2[C@H]1Cc1ccc(O)cc13 (some centres not stated) | 0.1
O=C1CSC(c2ccc(Br)cc2)c2c(n(C3CCCCC3)[nH]c2=O)N1 (configuration not stated) | -0.56
OC(c1ccccc1)(c1ccccc1)C1CCCN1 (configuration not stated) | -0.46
COCCCn1c(OC(=O)N(C)C)c(C)c(C)nc1=S | -0.8
C[C@]12CCC3C(CCC45CC(=O)CCC34C5)C1CCC2=O (some centres not stated) | -1.9
O=c1[nH]c(O)c(/C=C2\C=CC=N2)c(=O)[nH]1 | 0.24
Clc1cc(Cl)cc(NC2=NCCS2)c1 | 3.7*!

Screens: PubChem, Center for Chemical Genomics, University of Michigan
